From PubChem BioAssay
CHRM4 PAM: CHRM4 positive allosteric modulation | CHO-K1 hM4/Gqi5, Fluo-8 calcium fluorescence, ACh EC20; 0% = ACh EC20, 100% = maximal ACh | activation, % at 3 µM | actives 0.4% (n = 360,000);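 active means activation above its plate's cutoff, the mean activation of sample wells plus 3 SD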; further: some results filed as inactive read as strong as hits
GalR3 antag: blocks the human galanin receptor 3. HEK293 GalR3-CNG cAMP membrane potential fluorescence; galR3 body fused to GalR1 C-terminus. O60755. inhibition, % at 3 µM. actives 0.44% (n = 360,000);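 active means inhibition above the screen-wide average plus 3 SD, cut at about 13% in these data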;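 further: forskolin and galanin both at EC90 stimulate the cells; cAMP rise reported by CNG channel membrane potential dye signal; 0% = forskolin plus galanin with DMSO and 100% = forskolin alone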
IDE inh: cellular human IDE inhibition; P14735; HEK cells, FAbetaB cleavage, fluorescence polarization; inhibition, % at 5.59 µM; actives 0.41% (n = 320,000); AID 434962;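 active means percent inhibition above the average of all tested compounds plus 3 SD, set per screening campaign, cut at about 16% in these data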;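 further: IDE supplied by intact live HEK cells; FP after avidin binding of uncleaved biotin substrate so inhibition keeps polarization high; 0% = DMSO wells and 100% = 60 µM reference IDE inhibitor Ii1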
Target sequence (P14735 whole entry, looked up): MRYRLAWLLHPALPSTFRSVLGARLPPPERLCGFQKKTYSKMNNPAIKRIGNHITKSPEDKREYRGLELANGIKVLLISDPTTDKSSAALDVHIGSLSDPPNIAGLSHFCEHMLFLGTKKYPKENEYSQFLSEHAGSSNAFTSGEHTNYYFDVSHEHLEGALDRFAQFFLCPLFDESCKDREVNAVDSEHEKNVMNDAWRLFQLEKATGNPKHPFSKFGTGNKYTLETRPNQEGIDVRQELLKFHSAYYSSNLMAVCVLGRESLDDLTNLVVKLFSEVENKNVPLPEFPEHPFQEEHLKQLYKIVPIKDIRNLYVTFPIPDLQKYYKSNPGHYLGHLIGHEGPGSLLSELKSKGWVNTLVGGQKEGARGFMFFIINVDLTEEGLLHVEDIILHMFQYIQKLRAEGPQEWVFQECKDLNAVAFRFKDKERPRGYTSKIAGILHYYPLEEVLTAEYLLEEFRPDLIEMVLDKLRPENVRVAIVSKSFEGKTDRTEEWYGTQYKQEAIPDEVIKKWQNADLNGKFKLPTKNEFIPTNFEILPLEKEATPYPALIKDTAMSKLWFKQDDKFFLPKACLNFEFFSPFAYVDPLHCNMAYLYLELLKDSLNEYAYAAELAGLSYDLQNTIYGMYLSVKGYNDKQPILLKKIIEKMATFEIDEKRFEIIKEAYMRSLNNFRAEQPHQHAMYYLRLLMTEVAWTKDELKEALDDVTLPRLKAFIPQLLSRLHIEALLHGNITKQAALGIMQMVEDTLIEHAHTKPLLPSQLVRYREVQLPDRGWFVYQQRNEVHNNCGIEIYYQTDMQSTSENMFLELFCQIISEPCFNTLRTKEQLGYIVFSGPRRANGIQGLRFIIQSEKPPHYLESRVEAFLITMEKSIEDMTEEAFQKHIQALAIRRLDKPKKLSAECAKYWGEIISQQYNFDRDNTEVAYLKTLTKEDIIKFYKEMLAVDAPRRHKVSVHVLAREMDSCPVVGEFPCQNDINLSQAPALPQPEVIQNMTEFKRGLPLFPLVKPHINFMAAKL
CRFR2-BP ag: agonists of human CRF-binding protein/CRF-R2 receptor complex; HEK293 CRF-R2/CRF-BP, calcium dye fluorescence (FLIPR); percent of saturating CRF peptide response; activation, % at 13.2 µM; actives 0.46% (n = 350,000); AID 588473;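 active means activation of at least 50%, plus an integration ratio under a set limit after plate pattern correction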;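 further: plate controls were neutral control wells without compound for no effect and CRF at EC100 for full effect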
pCIP destab: lowers stability of the mouse p/CIP coactivator protein | Q05BA5 | F442A p/CIP-EGFP cells, EGFP fluorescence, 16 h | decrease of EGFP signal, % at 10 µM | actives 0.01% (n = 290,000) | AID 1984;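 active means EGFP signal decrease of at least 30% at 10 µM or well 3 SD below plate mean, unless failing retest; inactive means the rest, including hits failing retest or dose response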; further: some compounds called inactive have numbers as strong as hits; many of its hits are not listed in these tables
IDE cell activ: activators of human insulin-degrading enzyme in cells. P14735. HEK cells, FAbeta-B cleavage, fluorescence polarization; 0% vehicle, 100% cell-free pure enzyme wells. activation, % at 5.96 µM. actives 0.073% (n = 340,000). AID 493087;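 active means activation above the mean of all tested compounds plus 3 SD, set per screening campaign, cut at about 17% in these data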
CRFR2-BP antag: blocks CRF-induced signaling of the CRF-BP/CRF-R2 complex. HEK293 CRF-R2/CRF-BP, CRF-induced calcium fluorescence. inhibition, % at 11.8 µM. actives 0.59% (n = 350,000). AID 588475;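 active means inhibition of the ligand-induced calcium signal above about 50% at the single tested concentration, limit read from the data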
MEKK3 PB1 HTS: modulators (inhibitors or enhancers) of MEK5 binding to human MEKK3 PB1 domain. bead-based flow cytometry, Alexa488-MEK5 binding to MEKK3; actives lie on both sides; 0 = blocked by unlabeled MEK5, 100 = vehicle. binding response (% of control), % at 10 µM. actives 1.4% (n = 290,000). AID 1529;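 active means binding response more than 3 SD above or below the average of its plate-row segment, actives on both sides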;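 further: Alexa488 bead fluorescence after subtracting the streptavidin-only scavenger bead signal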
PHOSPHO1 inh: PHOSPHO1 (human) inhibition; recombinant PHOSPHO1, absorbance phosphatase assay; Q8TCT1; actives 1.1% (n = 290,000); inhibition, % at 13.3 µM; AID 1565; in the data active means inhibition above about 60%
* = called active by the depositor; . = not tested or not shown.

(1) S=C(N/N=C/c1cccc2ccccc12)Nc1cccc(Cl)c1
(2) CCOC(=O)c1[nH]c(C)c(CN(Cc2ccco2)C(=O)C(F)(F)F)c1C
(3) O=c1n(CCCN2CCN(c3cccc(Cl)c3)CC2)nc2ccccn12
(4) CCn1c(SCC(=O)c2ccc(CNC(C)=O)o2)nnc1-c1cccs1
(5) CCN(CC)CC(=O)NCC1(c2ccccc2)CCCC1
(6) COc1cc(N2C(=O)c3ccccc3C2=O)c(Cl)cc1C(=O)OCC(=O)NCc1ccco1
(7) O=C(CSc1nc(C2CCCCC2)n(-c2ccccc2)n1)NCCN1C(=O)CSC1=O
(8) O=S(=O)(Nc1cccc(S(=O)(=O)N2CCCC2)c1)c1ccccc1F

screen / no.	1	2	3	4	5	6	7	8
CHRM4 PAM	-6	10	0	4	-23	3	3	7
GalR3 antag	-5	-2	-3	-3	-1	2	-2	-6
IDE inh	4	-6	3	5	1	4	-1	6
CRFR2-BP ag	-0.2	2.7	-1.4	-1.2	-1.4	-1.7	2.0	0.3
pCIP destab	-12	-8	-2	-4	1	0	12	.
IDE cell activ	-1	5	-1	-1	2	7	2	2
CRFR2-BP antag	-2	-12	3	-4	2	-19	-8	8
MEKK3 PB1 HTS	103	94	91	96	102	100	104	.
PHOSPHO1 inh	3	13	-4	-57	10	5	-3	.

Compound profiles, from the list above:
CCN(CC)CC(=O)NCC1(c2ccccc2)CCCC1 in the list: CHRM4 PAM: -23; GalR3 antag: -1; IDE inh: 1; CRFR2-BP ag: -1.4; pCIP destab: 1; IDE cell activ: 2; CRFR2-BP antag: 2; MEKK3 PB1 HTS: 102; PHOSPHO1 inh: 10
O=S(=O)(Nc1cccc(S(=O)(=O)N2CCCC2)c1)c1ccccc1F in the list: CHRM4 PAM: 7; GalR3 antag: -6; IDE inh: 6; CRFR2-BP ag: 0.3; pCIP destab: .; IDE cell activ: 2; CRFR2-BP antag: 8; MEKK3 PB1 HTS: .; PHOSPHO1 inh: .

(further entries)
(9) COc1ccccc1NC(=O)C(=O)N1CCCC1
(10) Cc1ccc(NC(=O)C(C)N2C(=O)c3ccccc3C2=O)cc1S(=O)(=O)N1CCOCC1 (stereo unspecified)
(11) O=C(Cn1cnc2c(OCc3ccccc3)ncnc21)NCCCN1CCCC1=O
(12) COc1ccc(NS(=O)(=O)c2ccc(Cl)c(NC(=O)c3cccnc3Cl)c2)cc1
(13) CN(C)CCNc1ccc(-c2nn(C)c(=O)c3ccccc23)cc1[N+](=O)[O-]
(14) O=c1[nH]c(/C=C/c2cccc3ccccc23)nc2ccccc12
(15) CCOC(=O)c1c(CN2CCCCC2)n(C)c2cc(Br)c(O)c(CN(C)C)c12
(16) Cn1ncc2c(c(SCc3ccc(Cl)cc3Cl)nn2C)c1=O

screen / no.	9	10	11	12	13	14	15	16
CHRM4 PAM	1	1	1	-5	16	-1	-1	-1
GalR3 antag	-4	-5	-1	-3	-2	-7	.	5
IDE inh	-2	.	2	-3	-3	4	1	1
CRFR2-BP ag	1.0	0.4	1.2	-0.9	-0.8	0.1	-2.5	0.0
pCIP destab	6	-6	.	6	0	-18	-18	-10
IDE cell activ	4	1	4	4	5	-9	7	-1
CRFR2-BP antag	-3	11	-7	-4	20	-11	11	17
MEKK3 PB1 HTS	101	100	.	93	99	99	102	93
PHOSPHO1 inh	16	32	.	-29	45	54	24	-91

(17) O=C(c1ccc(CS(=O)c2cccc(Cl)c2)o1)N1CCN(c2ccccn2)CC1 (stereo unspecified)
(18) CCCc1nccn1S(=O)(=O)c1cc(OC)ccc1OC
(19) C=C1CCN([C@@H](Cc2ccccc2)C(=O)Nc2ccc(OC)cc2)S(=O)(=O)c2ccccc21
(20) CC(=O)C1=C(C)NC(SCC(=O)c2cc(Cl)ccc2Cl)=C(C#N)C1c1ccco1 (stereo unspecified)
(21) COCCNC(=O)/C(C#N)=C/c1cccc(/C=C(\C#N)C(=O)NCCOC)c1
(22) CC(C)(C)NC(=O)COc1coc(CN2CCN(Cc3ccccc3)CC2)cc1=O
(23) O=C(COC(=O)c1cccnc1Cl)Nc1ncc(Cl)cc1Cl
(24) CCOC(=O)c1ccc(N2Cc3ccccc3C2)cc1O

screen / no.	17	18	19	20	21	22	23	24
CHRM4 PAM	3	3	0	2	-9	0	3	5
GalR3 antag	4	-4	-2	-4	1	-7	-3	-3
IDE inh	1	7	1	0	2	-5	-4	12
CRFR2-BP ag	-0.7	-0.1	-0.5	3.6	1.0	-2.1	-0.5	0.6
pCIP destab	3	-11	.	1	5	-4	-1	-16
IDE cell activ	2	1	4	0	3	4	6	1
CRFR2-BP antag	-3	16	12	-54	-16	6	8	-7
MEKK3 PB1 HTS	102	100	102	98	104	105	100	100
PHOSPHO1 inh	48	10	.	78*	13	12	-10	-28

(25) Cc1ccc(C2C(/C=C3/SC(=S)NC3=O)=C(c3cccs3)Oc3ccccc32)cc1 (stereo unspecified)
(26) CCCOc1ccc2oc(=O)c3c(c2c1)CCCN3C(=O)CN(C)Cc1ccccc1
(27) C#CCN1C(=O)S/C(=C\c2ccc(N3CCOCC3)cc2C)C1=O
(28) COC(=O)CSC1=C(C#N)C(c2ccc3c(c2)OCO3)C2=C(CCCC2=O)N1 (stereo unspecified)
(29) Cc1nnc(SCC(=O)Nc2ccc(Br)cc2)n(N)c1=O
(30) O=C(COC(=O)C1CCN(S(=O)(=O)c2ccc3c(c2)OCCO3)CC1)Nc1ccc(C(F)(F)F)cc1
(31) O=C(CCC1CCCN(Cc2ccc(O)c(Cl)c2)C1)NCc1ccccc1F (stereo unspecified)
(32) Nc1ccc2c(c1)C(=Cc1cccnc1)c1ccccc1-2

screen / no.	25	26	27	28	29	30	31	32
CHRM4 PAM	-10	-5	3	11	6	-7	-3	14
GalR3 antag	-3	-5	-4	.	0	-2	-6	2
IDE inh	4	-3	0	5	-2	0	-3	.
CRFR2-BP ag	0.4	1.2	9.6	-0.7	-0.7	9.6	-1.6	2.4
pCIP destab	-9	-2	-8	-4	-25	3	1	.
IDE cell activ	-1	2	-3	-2	3	-5	-1	0
CRFR2-BP antag	24	1	-14	17	-6	-13	9	-10
MEKK3 PB1 HTS	97	104	97	105	95	125	105	.
PHOSPHO1 inh	9	6	45	66*	34	9	-7	.

(33) O=C(CCCSc1ccc(Cl)cc1)Nc1ccccc1O
(34) CCCn1c(C(C)NC(C)=O)nc2ccccc21 (stereo unspecified)
(35) CN(C)CCNC(=O)c1cc2c(s1)-c1ccc(Cl)cc1SC2
(36) Cc1ccc(O)c(C(=O)c2cnc(/N=C(\N)N(C)C)nc2)c1
(37) CCNc1cc(N2CCN(S(=O)(=O)c3ccc4c(c3)CCCC4)CC2)ccc1[N+](=O)[O-]
(38) Cc1ccc(Cn2nnc3c(=O)[nH]c(C4CCCN(S(=O)(=O)c5ccccc5)C4)nc32)cc1 (stereo unspecified)
(39) COC(=O)C1CCN(C(=O)Cc2ccccc2OC)CC1
(40) O=C(Nc1ccc2c(c1)OCO2)c1ccc(CN2CCOCC2)cc1

screen / no.	33	34	35	36	37	38	39	40
CHRM4 PAM	-11	3	-2	-21	5	-9	-6	-3
GalR3 antag	.	5	-14	-6	-7	-3	-3	7
IDE inh	0	-1	.	2	11	-2	3	-2
CRFR2-BP ag	0.4	-1.8	4.5	-0.3	0.5	0.6	2.8	0.6
pCIP destab	-19	-10	0	-6	-9	-3	4	-3
IDE cell activ	3	0	-3	1	4	0	4	5
CRFR2-BP antag	0	2	-14	-10	-17	-22	17	-9
MEKK3 PB1 HTS	99	102	110	96	100	98	98	97
PHOSPHO1 inh	36	-14	35	35	-10	6	47	41

(41) Cc1ccc(OC(=O)CCS(=O)(=O)c2ccc(C)cc2)cc1
(42) Cc1ccc(S(=O)(=O)/N=C2\C=C(NS(=O)(=O)c3ccccc3)C(=O)c3ccccc32)cc1
(43) CCOC(=O)C1=C(C)Nc2nc(SCC)[nH]c(=O)c2C1c1ccncc1 (stereo unspecified)
(44) CCOC(=O)C1C(=O)OC2(CCCCC2)C1C(=O)OCC (stereo unspecified)
(45) CC1CN(C(=O)CSc2nnc(NC(=O)NC(C)(C)C)s2)CC(C)O1 (stereo unspecified)
(46) O=C(N/C(=C/c1cccs1)C(=O)N1CCCC1)c1ccccc1
(47) O=c1[nH]c(=O)n(C2CC(O)C(CO)O2)cc1Br (stereo unspecified)
(48) COc1ccc2c(c1)c(C(=O)OCCN(C)C)c(C)n2C

screen / no.	41	42	43	44	45	46	47	48
CHRM4 PAM	18*	15	11	4	0	10	6	-6
GalR3 antag	-5	-5	-6	2	2	-5	-5	-4
IDE inh	2	.	-2	4	3	0	.	3
CRFR2-BP ag	-2.9	-0.7	-3.0	-0.2	-0.8	-0.3	-5.1	-6.9
pCIP destab	4	.	-9	-9	.	2	.	-20
IDE cell activ	4	7	4	4	6	3	0	3
CRFR2-BP antag	16	21	14	-1	4	-6	47	-12
MEKK3 PB1 HTS	105	.	105	98	.	100	.	109
PHOSPHO1 inh	6	.	-1	31	.	19	.	-18

(49) CCOC(=O)C1CCCN(Cc2nc(C3CC3)no2)C1 (stereo unspecified)
(50) Cn1c(=O)c2c(-c3ccccc3)n(CCCN3CCOCC3)cc2n(C)c1=O
(51) CC(C)(CN1CCN(Cc2ccccc2)CC1)NS(=O)(=O)c1ccc(Cl)cc1
(52) O=c1c(Cl)c(NCc2ccc(F)cc2Cl)cnn1C12CC3CC(CC(C3)C1)C2
(53) CC(C)N1CCC(N2CCN(Cc3cc(F)ccc3-n3cccn3)CC2CCO)CC1 (stereo unspecified)
(54) Cc1cc(NC(=O)CN2C(=O)NC(Cc3ccccc3)C2=O)no1 (stereo unspecified)
(55) O=C1NC(=S)N/C1=C/c1cccnc1
(56) COc1ccccc1CN1CC(C(=O)N(C)CCOc2ccccc2)CCC1=O (stereo unspecified)

screen / no.	49	50	51	52	53	54	55	56
CHRM4 PAM	0	-13	-22	9	18	8	-4	1
GalR3 antag	0	-2	-3	-1	0	0	1	-8
IDE inh	8	0	6	9	0	0	2	4
CRFR2-BP ag	1.7	0.2	5.5	17	-1.4	1.2	-4.5	0.0
pCIP destab	5	-1	-14	5	-9	0	-8	-3
IDE cell activ	-4	-1	-1	2	.	5	-1	1
CRFR2-BP antag	24	-10	-21	-30	10	24	9	-9
MEKK3 PB1 HTS	100	97	103	96	102	102	98	99
PHOSPHO1 inh	-12	7	12	1	48	0	33	22

(57) COc1cc2nc(CN(C)Cc3ccc(SC)cc3)[nH]c(=O)c2cc1OC
(58) CC(C)CN(CCNC(=O)CN1C(=O)COc2ccc(S(=O)(=O)N3CCOCC3)cc21)CC(C)C
(59) COc1cc(N)c2ncccc2c1Cl
(60) O=C(NCC1CCCO1)Nc1cc(Cl)cc(Cl)c1 (stereo unspecified)

screen / no.	57	58	59	60
CHRM4 PAM	0	-7	1	-2
GalR3 antag	6	2	-7	-3
IDE inh	2	2	.	1
CRFR2-BP ag	-3.6	0.5	-3.6	0.0
pCIP destab	-4	4	.	-1
IDE cell activ	4	1	0	3
CRFR2-BP antag	-5	4	4	-6
MEKK3 PB1 HTS	81	102	.	98
PHOSPHO1 inh	-6	58	.	30

Some values from above:
Entry of cpd 59 under GalR3 antag: -7
Entry of cpd 58 under PHOSPHO1 inh: 58
Entry of cpd 60 under CRFR2-BP ag: 0.0
